# GSH fluor: GSH bead compound fluorescence profile; fluorescence (KMESF) at 10 µM; GSH beads flow cytometry, compound fluorescence 488/530 nm; hits give high values; AID 1776; 0.25% of 190,000 active; in the data active = fluorescence above about 89;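 note: glutathione beads carrying GST-tagged Bcl family fusion proteins plus one bare bead set; values are compound well signal with DMSO vehicle wells as background; inactives centre near 16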
# Avidin fluor: compound fluoresces at 488/530 nm on avidin beads; 0.38% of 220,000 active; compound fluorescence 488/530 nm, flow cytometry; hits give high values; AID 1775; fluorescence (KMESF) at 10 µM; in the data active = fluorescence above about 47; note: inactives centre near 10
# Pf gametocyte: kills late stage P. falciparum gametocytes | P. falciparum stage V gametocytes, ATP luminescence, 24 h | inhibition, % at 10.9 µM | 0.065% of 150,000 active | AID 743093;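 active = inhibition above the mean plus 3 SD of compounds within the control limits, set per campaign, cut at about 38% in these data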;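 note: 0% = DMSO wells and 100% = medium only without gametocytes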
# RGS4-Gao reg: modulates binding of RGS4 to human Galphao | P09471 | Multiplexed bead flow cytometry; actives lie on both sides | binding response (% of control), % at 10 µM | 0.33% of 220,000 active | AID 1415; in the data active = binding response below about 49% or above about 150%; inactive = in between;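 note: fluorescent Galphao activated with aluminum fluoride binding bead-coupled RGS4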
# Target sequence (P09471 whole entry, looked up): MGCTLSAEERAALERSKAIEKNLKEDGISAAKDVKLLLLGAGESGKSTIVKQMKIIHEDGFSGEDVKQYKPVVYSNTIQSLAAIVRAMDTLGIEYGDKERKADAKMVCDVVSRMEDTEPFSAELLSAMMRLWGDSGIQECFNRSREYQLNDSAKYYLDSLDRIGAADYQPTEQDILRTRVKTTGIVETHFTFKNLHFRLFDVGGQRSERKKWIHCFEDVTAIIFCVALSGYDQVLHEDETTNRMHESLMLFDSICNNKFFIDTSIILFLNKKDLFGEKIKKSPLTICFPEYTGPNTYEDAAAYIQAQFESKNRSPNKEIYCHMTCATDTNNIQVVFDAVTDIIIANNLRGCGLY
# Mcl-1 Bim block: disrupts Bim peptide binding to human Mcl-1 | Q07820 | Bead-based flow cytometry, Bim peptide-Mcl-1 binding | inhibition, % at 10 µM | 0.1% of 190,000 active | AID 1009; in the data active = inhibition above about 40%;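 note: 0% = no compound tracer wells and 100% = peptide blocker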
# Mcl1 Noxa PPI: disrupts binding of human Mcl-1 to Noxa peptide; Q07820; TR-FRET Mcl-1/Noxa peptide binding, 2 h; inhibition, % at 21.7 µM; 1.5% of 220,000 active; AID 1022;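 active = compounds that cut the protein-peptide binding signal by more than 50% relative to plate controls in a single-dose test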;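 note: His-tagged Mcl-1 with rhodamine Noxa BH3 peptide and terbium anti-His antibody; 0% = Mcl-1 plus Noxa peptide wells and 100% = peptide-only wells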
# Mcl1 Bid PPI: disrupts binding of human Mcl-1 to Bid peptide | Q07820 | 0.97% of 220,000 active | TR-FRET Mcl-1/Bid-Dy647 peptide binding, 1536-well | inhibition, % at 21.7 µM;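 active = compounds that cut the binding signal by more than half at the single screening dose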;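 note: His-tagged Mcl-1 with europium anti-His antibody binding Bid BH3 peptide; 0% = Mcl-1 plus peptide wells and 100% = peptide-only wells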
# ABCG2 inh: inhibitors of human ABCG2 transporter, ABCB1 counter-screen. IgMXP3 cells, JC-1 efflux, flow cytometry. inhibition, % at 6.6 µM. 0.1% of 190,000 active. AID 1325;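 active = inhibition above 80%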;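 note: 0% = DMSO and 100% = nicardipine control wells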
# Target sequence (Q9UNQ0 whole entry, looked up): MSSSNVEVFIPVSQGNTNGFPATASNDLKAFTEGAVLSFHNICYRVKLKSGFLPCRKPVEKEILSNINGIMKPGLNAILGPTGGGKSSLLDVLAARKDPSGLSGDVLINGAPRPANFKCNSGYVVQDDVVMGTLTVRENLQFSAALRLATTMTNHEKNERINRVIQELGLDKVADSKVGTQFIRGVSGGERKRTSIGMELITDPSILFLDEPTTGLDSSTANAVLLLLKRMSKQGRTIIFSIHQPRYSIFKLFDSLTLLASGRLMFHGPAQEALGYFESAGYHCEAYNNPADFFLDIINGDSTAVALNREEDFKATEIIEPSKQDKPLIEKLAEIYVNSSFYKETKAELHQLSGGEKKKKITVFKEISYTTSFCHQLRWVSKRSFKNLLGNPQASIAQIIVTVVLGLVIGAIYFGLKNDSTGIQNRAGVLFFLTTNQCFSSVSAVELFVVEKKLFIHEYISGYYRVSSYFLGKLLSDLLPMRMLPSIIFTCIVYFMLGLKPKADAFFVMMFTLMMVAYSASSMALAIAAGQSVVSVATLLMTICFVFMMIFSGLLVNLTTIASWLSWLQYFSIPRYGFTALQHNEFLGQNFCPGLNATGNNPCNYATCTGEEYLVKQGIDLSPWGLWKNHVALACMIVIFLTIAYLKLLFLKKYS
#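 material = IgMXP3 (ABCG2) plus far-red-tagged CCRF-Adr (ABCB1) cells | amount = 3 million cells/mL, equal mix of both lines | also added = JC-1 transporter substrate | dosing = one concentration, 6.6 µM final | schedule = 10 min at 25 °C | measured by = flow cytometric JC-1 green MFI at 530 nm | read-out basis = percent efflux inhibition, scaled nicardipine 100% to DMSO 0%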
# ABCB1 inh: human ABCB1 inhibition, ABCG2 as counter-screen | P08183 | CCRF-Adr cells, JC-1 efflux, flow cytometry | inhibition, % at 6.6 µM | 0.067% of 190,000 active; in the data active = inhibition above about 40%;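 note: 0% = vehicle and 100% = reference inhibitor; higher value means more JC-1 retained so stronger ABCB1 efflux block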
# RGS8-Gao: regulators of human RGS8-Galphao interaction; P09471; multiplexed bead flow cytometry, RGS8-Galphao binding; actives lie on both sides; response (percent of control binding), % at 10 µM; 0.34% of 220,000 active; AID 1423; in the data active = response below about 60% or above about 140%; inactive = in between;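 note: Galphao activated as the GDP aluminium fluoride complex binding bead-coupled RGS8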
# RGS7-Gao reg: human RGS7-Galphao interaction regulation; P09471; Multiplexed bead flow cytometry, RGS7-Galphao binding; actives lie on both sides; binding response (% of control), % at 10 µM; 0.35% of 220,000 active; in the data active = binding response below about 49% or above about 150%; inconclusive = no clear call, values can overlap the other calls; inactive = in between;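 note: fluorescent Galphao held in activated GDP-AlF4 state binding bead-coupled RGS7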
# The depositor's hits bear a star; ? = inconclusive; . = not tested or not shown.
SMILES,GSH fluor,Avidin fluor,Pf gametocyte,RGS4-Gao reg,Mcl-1 Bim block,Mcl1 Noxa PPI,Mcl1 Bid PPI,ABCG2 inh,ABCB1 inh,RGS8-Gao,RGS7-Gao reg
O=C(CSc1ccc(-c2ccc(Br)cc2)nn1)N1CCOCC1,18,7,9.2,100.8,-1.0,6.2,-11.9,8.6,0.6,101.9,97.0
N=C1/C(=C\c2coc3ccccc3c2=O)C(=O)N=C2SC(c3ccncc3)=NN12,.,14,-3.3,101.9,.,61.1*,-159.4,.,.,100.5,?
CCCC(=O)NC(Nc1c(C)n(C)n(-c2ccccc2)c1=O)C(Cl)(Cl)Cl (stereo unspecified),19,9,-3.7,100.8,-3.0,19.5,-18.2,18.4,0.6,101.5,95.5
CC(=O)c1cc(C#N)c(SCc2ccccn2)nc1C,.,8,4.4,101.5,.,87.7*,-26.6,.,.,100.1,?
CCc1cccc2c(SCC(=O)NCC3CCCO3)nc(-c3ccc(F)cc3)nc12 (stereo unspecified),28,14,8.7,100.8,-1.0,-1.3,3.3,8.4,1.6,98.9,100.0
CC1Cc2nc(SCC(=O)N3CCc4ccccc43)n(C)c(=O)c2S1 (stereo unspecified),22,27,-24.7,101.3,0.0,11.5,-11.6,19.7,3.9,100.4,101.2
O=C(CSc1nc(C2CCCCC2)nc2ccccc12)NCc1ccc2c(c1)OCO2,9,15,.,102.2,-4.0,-5.0,-12.9,-0.1,.,101.1,100.2
Cc1cc(C)c(OCC(=O)N(Cc2ccc(N(C)C)cc2)C2CCS(=O)(=O)C2)c(C)c1 (stereo unspecified),.,11,-14.3,101.7,.,-2.2,-24.8,.,.,99.7,?
O=C(Nc1nnc(-c2cccs2)o1)c1cc(-c2ccccc2)nc2ccccc12,15,7,.,99.1,-4.0,-60.5,-12.6,1.2,-0.9,100.2,101.7
C=CCn1c(SCC(=O)NC(=O)NC)nnc1C1CCCCC1,11,6,4.5,101.9,0.0,11.5,-12.8,2.7,0.3,101.6,97.6
O=C(Nc1cnc2ccccc2c1)c1cccnc1,15,27,.,100.8,2.0,-8.5,-4.5,5.8,0.4,101.4,97.1
O=C(Cc1ccc(F)cc1)Oc1ccc(C(=S)N2CCCC2)cc1,14,11,-22.1,98.9,-4.0,7.8,-28.1,-0.1,0.5,102.3,100.8
COc1ccc(C(CCNC(C)c2ccccc2)C(C)C)cc1 (stereo unspecified),.,3,-17.5,99.8,.,-5.4,-7.0,.,.,99.2,?
Nc1nnnn1NCc1cccc(OCc2ccccc2)c1,15,25,.,100.7,-3.0,8.9,-15.5,2.7,0.8,101.3,100.1
CN(CCc1ccccn1)C(=S)Nc1ccc(Cl)cc1Cl,17,9,-8.4,97.5,-3.0,-1.6,-25.1,10.6,1.7,100.0,97.8
COc1ccc(-n2c(C)n[nH]c2=O)cc1OC,13,35,.,102.8,-3.0,-6.2,-21.5,-0.4,0.0,103.9,99.0
N#C/C(=C\c1cn(Cc2ccc(F)cc2)c2ccccc12)C(=O)NCc1ccco1,15,10,-7.8,105.1,-2.0,4.1,-16.0,-1.3,-0.2,98.3,96.7
CCCCC(O)(CCCC)C(=O)N/N=C(\C)c1ccc(Cl)cc1,.,5,0.2,103.6,.,-48.5,-24.5,.,.,101.1,?
CC(=O)n1nc(-c2ccccc2)nc1NCc1ccc(N(C)C)cc1,17,12,-23.1,96.8,-1.0,44.5,-23.0,7.5,1.5,102.8,?
Cc1cccc(NC(=O)COC(=O)c2ccc([N+](=O)[O-])o2)c1C,12,36,17.7,105.0,0.0,8.5,-5.2,0.6,0.1,106.5,110.5
C/C(=N\NC(=O)COc1ccc([N+](=O)[O-])cc1)C(C)(C)C,13,30,.,99.1,-5.0,-18.3,-6.5,4.8,0.5,100.9,96.3
COc1ccccc1CNC(=O)CSc1nc(N)c(C#N)c(-c2cccs2)c1C#N,21,11,9.3,102.5,-1.0,-1.8,-18.3,5.5,1.6,100.6,97.4
CC(=O)Nc1ccc(NS(=O)(=O)c2ccc(-c3csc(C)n3)s2)cc1,.,3,-22.3,101.7,.,1.3,-24.7,.,.,103.5,?
Cc1cccc(-c2nsc(SCC(=O)NCC3CCCO3)n2)c1 (stereo unspecified),10,25,-14.5,103.8,0.0,-8.2,-8.5,1.6,0.0,105.0,103.1
c1ccc(Cn2cc(CSc3ccccc3)nn2)cc1,.,10,.,102.0,.,3.4,-45.8,.,.,99.3,?
SMILES,GSH fluor,Avidin fluor,Pf gametocyte,RGS4-Gao reg,Mcl-1 Bim block,Mcl1 Noxa PPI,Mcl1 Bid PPI,ABCG2 inh,ABCB1 inh,RGS8-Gao,RGS7-Gao reg
COc1cccc2c1OC[C@@H](CO)[C@H]2N(C)C(=O)Nc1ccc(Cl)cc1,31,11,-13.2,103.2,-1.0,7.0,-1.3,2.6,0.5,102.6,98.3
CC(C)CC(NC(=O)C1CCC(C)CC1)C(=O)Nc1ccccn1 (stereo unspecified),25,11,-15.2,94.5,-7.0,23.9,-32.3,17.1,1.9,95.0,94.4
COc1ccccc1NC(CC(=O)c1ccccc1)C(=O)OCC(=O)c1ccc(F)cc1 (stereo unspecified),9,1,9.7,90.4,-6.0,-11.6,-44.2,2.4,0.7,79.6,94.8
CC(=O)NC1=NN(C(C)=O)C(C)(c2cccnc2)S1 (stereo unspecified),70,10,1.2,97.4,-4.0,9.5,-2.1,-1.7,-0.4,99.1,103.0
CCC(=O)Nc1cc(C(=O)OCC(=O)c2ccc(Cl)cc2Cl)ccc1C,16,15,-12.1,98.3,0.0,26.1,-13.8,8.5,1.3,100.2,96.7
Cc1ccc(NS(=O)(=O)c2ccc(CCC(=O)NC3CC3)cc2)cc1,43,7,-1.1,101.1,2.0,-0.7,-13.2,-0.2,0.2,103.8,98.7
Cc1nonc1CN(C)C(=O)c1ccc(OC2CCN(C(=O)c3cccnc3)CC2)cc1,14,9,9.3,105.8,-2.0,3.4,-23.4,1.9,0.8,104.0,100.9
CC(C)Cn1c(CN(Cc2ccccc2)Cc2ccccc2)nc2c1c(=O)n(C)c(=O)n2C,20,8,.,97.2,-2.0,-0.7,-4.1,0.9,1.4,99.5,94.2
O=C(CCCn1c(=O)[nH]c2cc(Cl)ccc2c1=O)NC1CCCCCC1,15,5,.,104.3,1.0,2.5,-3.6,5.1,0.8,104.0,104.1
O=C(NC1C2CC3CC(C2)CC1C3)c1ccc(N2CCNCC2)c([N+](=O)[O-])c1 (stereo unspecified),.,5,-12.9,99.5,.,25.0,-20.5,.,.,100.9,?
O=C(Nc1nnc(SCC(=O)N2CCCc3ccccc32)s1)c1ccccc1,13,6,.,98.1,0.0,30.3,-2.8,3.4,0.1,101.1,102.8
COc1ccc(CCN(C)Cc2nc(-c3cnccn3)no2)cc1OC,.,5,5.8,94.8,.,2.6,-21.5,.,.,95.3,?
COc1cc(/C=C2\N=C(c3ccccc3)OC2=O)ccc1OCc1c(C)no[n+]1[O-],20,13,-2.4,101.0,-9.0,11.2,-16.5,-0.9,-0.6,99.1,99.2
COc1ccc(C(=O)COC(=O)c2ccc(NC(C)=O)cc2)cc1[N+](=O)[O-],40,13,11.2,100.5,-1.0,.,6.2,12.4,0.6,99.6,100.9
NN(CCO)C(=S)Nc1ccc(Cl)cc1,19,10,4.1,105.3,0.0,16.6,-14.5,5.7,0.0,101.7,?
COc1ccc(S(=O)(=O)NCc2ccc(F)cc2)cc1OC,12,11,.,102.8,2.0,-7.8,-8.9,-1.3,0.0,100.9,100.7
CCOC(=O)c1c(NC(=O)COC(=O)c2c(C)noc2C)sc2c1CCC2,18,6,.,89.5,1.0,7.7,-4.8,0.0,-0.5,93.9,99.6
COc1ccc(N=C2NN=C(c3c(C)[nH]c4ccccc34)CS2)cc1,9,13,-7.3,97.7,-4.0,31.3,-11.6,0.4,-0.6,96.8,109.2
CCOC(=O)c1c(C)[nH]c(C(=O)CN2C(=O)NC3(CCCC3)C2=O)c1C,.,6,4.7,96.1,.,4.7,-11.9,.,.,97.7,?
Cc1ccc(S(=O)(=O)c2ccc(Cl)cc2)cc1S(=O)(=O)NC(C(=O)O)C(C)C (stereo unspecified),3,11,-4.0,100.2,-3.0,24.0,4.8,8.6,0.4,101.0,100.5
O=C(CSc1nc2ccccc2c(=O)n1-c1ccccc1)NC(=O)CN1CCCC1=O,24,25,-25.8,99.4,-1.0,2.7,-24.0,0.0,-0.1,102.8,98.4
Cc1nnc(N2C(=O)C(O)=C(C(=O)c3ccco3)C2c2cccc3ccccc23)s1 (stereo unspecified),.,6,-10.8,104.1,.,-0.4,-31.4,.,.,102.6,?
CCCCN(CCCC)Cc1ccc(C(=O)NNC(=O)Nc2ccccc2)o1,10,9,5.1,103.2,14.0,7.6,-34.0,9.4,0.8,99.2,104.8
COC(=O)c1cc(NC(=O)CC2SCCNC2=O)cc(C(=O)OC)c1 (stereo unspecified),16,28,1.5,101.1,0.0,-18.7,-7.1,0.7,-0.1,103.4,97.1
COc1c(C)cc(S(=O)(=O)N2CCCC2)c(C)c1C,12,10,-29.3,105.7,0.0,6.4,-19.9,5.8,1.4,103.6,104.1
O=C(NCC1CC1)c1onc(CSc2ccncc2)c1C(=O)NCC1CC1,.,9,.,101.1,.,2.0,-19.0,.,.,100.5,?
O=C(Oc1coc(CSc2ncccn2)cc1=O)c1ccc(Br)o1,12,14,-8.4,100.9,-5.0,9.4,-25.9,-0.1,0.1,99.6,104.1

# Screens as filed in PubChem.
